EPAC1 ag: qHTS for Agonist of cAMP-regulated guanine nucleotide exchange factor 3 (EPAC1): primary screen; Rap guanine nucleotide exchange factor 3 (Homo sapiens), O95398; EPAC1 agonist qHTS, biochemical assay; response scale: 100% = response to 6.5 mM cAMP; Potency, µM (titrated, usually from 154 µM), without a hit: at the highest dose activation, hits mostly activators; 360,000 compounds, 0.073% hits; also: potency is read from the fitted curve at half-maximal effect; nearly all actives have a fitted effect of over 60% in size
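Fluorescent GDP-exchange assay: 100 nM EPAC1 with 250 nM Rap1B preloaded with BODIPY-GDP and 50 uM GDP; compounds tested as concentration series, 5 min at room temperature, then read every 5 min for 30 min (ex 480/em 540 nm); normalized to 6.5 mM cAMP.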
GLP-1R inv ag: qHTS of GLP-1 Receptor Inverse Agonists (Inhibition Mode) | Glucagon-like peptide 1 receptor (Homo sapiens), P43220 | HEK293 GLP-1R CRE-luciferase, luminescence, 24 h; GLP-1R form is constitutively active | Potency, µM (highest dose often 38.3 µM), without a hit: at the highest dose activity change, negative = inhibition, usual class: inhibitors | 410,000 compounds, 1.6% hits | AID 624417, 2012; also: potency is read from the fitted curve at half-maximal effect; % is scaled to controls: 0 for no effect and ±100 for the full control effect; nearly all actives have a fitted effect of over 55% in size
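Cells are plated, allowed 12 hours at 37 deg C, then treated with compounds for 24 hr before luciferase detection reagent is added and luminescence is read after 12 min at room temperature. The HEK293 line carries constitutively active GLP-1R with a cAMP-responsive reporter.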
GLP1R cytotox: qHTS of GLP-1 Receptor Inverse Agonists: Cytotox Screen | HEK293 cAMP-luciferase reporter cells, luminescence, 24 h | Potency, µM (titrated, usually from 38.3 µM), without a hit: top-dose activity change, negative = inhibition, most hits filed as inhibitors | 410,000 compounds, 0.13% hits;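 also: loss of luciferase light is scored as toxicity; potency is read from the fitted curve at half-maximal effect; % is scaled to controls: 0 for no effect and ±100 for the full control effect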
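Cells in DMEM/10% Nu serum/1% pen-strep, 1536-well format. Pre-incubated 12 h, dosed with 23 nL compound, incubated a further 24 h. Luciferase detection, 12 min at room temp, luminescence.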
PTHR1 ag: qHTS for PTHR1 Agonists: Primary Screen | Potency, µM (top dose mostly 115 µM), without a hit: at the top dose activation, most hits filed as activators | 410,000 compounds, 0.075% hits | HEK293 GP2 PTHR1 cells, GloSensor cAMP luminescence, 1 h | Parathyroid hormone/parathyroid hormone-related peptide receptor (Homo sapiens), Q03431; also: potency is read from the fitted curve at half-maximal effect; nearly all actives have a fitted effect of over 55% in size; some results filed as inactive show a strong effect at the top dose; inactives centre near -15; many of its hits are not listed in these tables
Target sequence (Q03431 whole entry, looked up): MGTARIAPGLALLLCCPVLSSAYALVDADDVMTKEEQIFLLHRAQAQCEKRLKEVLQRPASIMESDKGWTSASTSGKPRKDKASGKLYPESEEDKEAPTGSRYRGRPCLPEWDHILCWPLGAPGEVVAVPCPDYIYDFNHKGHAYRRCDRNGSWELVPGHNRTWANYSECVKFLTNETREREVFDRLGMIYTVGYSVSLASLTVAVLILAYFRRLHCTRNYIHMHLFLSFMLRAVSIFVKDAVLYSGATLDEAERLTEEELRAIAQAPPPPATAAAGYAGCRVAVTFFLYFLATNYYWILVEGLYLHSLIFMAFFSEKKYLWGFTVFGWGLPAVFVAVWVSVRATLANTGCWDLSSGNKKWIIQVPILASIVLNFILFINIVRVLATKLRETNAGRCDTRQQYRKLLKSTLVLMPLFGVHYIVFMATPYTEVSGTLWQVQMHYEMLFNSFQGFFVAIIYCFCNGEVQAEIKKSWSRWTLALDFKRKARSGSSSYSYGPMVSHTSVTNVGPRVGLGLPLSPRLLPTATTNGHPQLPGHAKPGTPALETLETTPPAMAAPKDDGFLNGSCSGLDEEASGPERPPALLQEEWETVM
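HEK-293-derived GP2 cells expressing PTHR1 and a GloSensor cAMP reporter, 3,000/well, plated overnight, given luciferin plus IBMX (each 0.5 mM as added) for 1 h at 37 °C, then compound for 1 h at 37 °C. Luminescence was read after 15 min at room temperature.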
PLK1 PBD block: qHTS for Inhibitors of PLK1-PDB (polo-like kinase 1 - polo-box domain): Primary Screen | AID 720504, 2013 | 360,000 compounds, 2.8% hits | Potency, µM, for the others: max response, negative = inhibition, most hits filed as inhibitors | Plk1 PBD binding of FITC phosphopeptide, fluorescence polarization; also: potency is read from the fitted curve at half-maximal effect; series mostly up to about 57 µM; % is scaled to controls: 0 for no effect and ±100 for the full control effect; nearly all actives have a fitted effect of over 65% in size
GLP-1R agonist: qHTS of GLP-1 Receptor Agonists; Potency, µM (doses to about 45.6 µM), for inactives: at the top dose activation, most hits filed as activators; HEK293 GLP-1R CRE-luciferase, luminescence, 4-6 h; cells express a hypersensitive GLP-1R form; 380,000 compounds, 0.007% hits; also: potency is read from the fitted curve at half-maximal effect; % of control where 0% means no effect
PI5P4Ka inh: qHTS for Inhibitors of phosphatidylinositol 5-phosphate 4-kinase (PI5P4K) | Phosphatidylinositol 5-phosphate 4-kinase type-2 alpha (Homo sapiens), P48426 | PI5P4Kalpha enzyme, ADP-Glo luminescence, 60 min; active compounds read low | max response, % | 330,000 compounds, 1.2% hits; active = max response of -50% or lower; inconclusive = between -30% and -50%; inactive = -30% or higher; also: value at the top dose of about 77 µM; % is scaled to controls: 0 for no effect and ±100 for the full control effect
Target sequence (P48426 whole entry, looked up): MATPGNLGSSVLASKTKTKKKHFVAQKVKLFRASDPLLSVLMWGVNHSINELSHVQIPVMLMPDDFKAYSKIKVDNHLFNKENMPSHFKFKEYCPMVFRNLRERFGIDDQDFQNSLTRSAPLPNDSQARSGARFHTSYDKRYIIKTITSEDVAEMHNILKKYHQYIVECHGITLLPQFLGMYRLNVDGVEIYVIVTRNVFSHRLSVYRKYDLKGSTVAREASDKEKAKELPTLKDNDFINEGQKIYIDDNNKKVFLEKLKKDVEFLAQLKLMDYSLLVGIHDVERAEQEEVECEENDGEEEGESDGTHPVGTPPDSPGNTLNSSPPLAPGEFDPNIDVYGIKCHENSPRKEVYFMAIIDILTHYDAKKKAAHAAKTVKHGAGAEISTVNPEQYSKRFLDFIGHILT
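ADP-Glo luminescence end-point read after a 60 min room-temperature kinase reaction of PI5P4Kalpha plus substrate, initiated with ATP at 5 microM final. Buffer: 0.038 M HEPES pH 7.4, EGTA, 0.1% CHAPS, 5% DMSO.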
IL2 activator: qHTS of IL-2 Activators; AID 652025, 2013; 360,000 compounds, 0.065% hits; activation, % (series mostly up to about 46 µM); IL-2 activation reporter assay, cell-based qHTS; stimulated with anti-CD3/CD4/CD28 beads; in transgenic mouse T cells; in the data active = activation above about 50%; inconclusive = mostly about 30% to 49%; also: 0% is about no effect
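EGFP and DsRed fluorescence is measured by plate cytometry in unstimulated transgenic mouse T cells exposed to compound for 60 minutes, then stimulated 18 hours at 37 degrees C with anti-CD3/anti-CD4 beads plus anti-CD28.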
EPAC1 antag: qHTS for Antagonist of cAMP-regulated guanine nucleotide exchange factor 3 (EPAC1): primary screen; Rap guanine nucleotide exchange factor 3 (Homo sapiens), O95398; EPAC1 GEF assay, Rap1b-BODIPY-GDP exchange fluorescence; Potency, µM (top dose mostly 115 µM), without a hit: at the highest dose activity change, negative = inhibition, actives largely listed as inhibitors; 360,000 compounds, 0.14% hits; AID 720709, 2013;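 also: potency is read from the fitted curve at half-maximal effect; plate controls were vehicle for no effect and positive control for full effect; nearly all actives have a fitted effect of over 50% in size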
Starred values were filed as active, the others as inactive; i = inactive; u = inconclusive; x = no result given; [ ] = dose if it differs, or a comment. Unless noted, calls follow the shape of the dose curve; as a rule, active = well fitted curve in the direction sought with a large enough effect; inconclusive = small, poorly fitted or top-dose-only effect, or another doubt; inactive = no such curve, though single readings can be large; an effect the other way counts as inactive or inconclusive. A portion of the library. The share of hits here may be higher or lower than overall.

SMILES | EPAC1 ag | GLP-1R inv ag | GLP1R cytotox | PTHR1 ag | PLK1 PBD block | GLP-1R agonist | PI5P4Ka inh | IL2 activator | EPAC1 antag
CC1=C(C(=O)N(C)C)CC(CC(=O)NC2CCCC2)C(=O)N1Cc1ccc(F)cc1 (stereo not drawn) | -9% | 20% | 1% | -23% | 5% | -1% | 1 | -1.6 | -7%
O=C(CSc1nc2c(c(=O)n1-c1ccc(Cl)cc1)SCC2)NCC1CCCO1 (stereo not drawn) | 3% | 2% | 14% | i | -18% | -7% | -11 | 0.7 | -17%
O=C(CCN1C(=O)C2C3C=CC(C3)C2C1=O)N1CCCCC1 (stereo not drawn) | -8% | 3% | -8% | -5% | -11% | 0% | -6 | 2.3 | -2%
O=C(Cc1cn2ccsc2n1)NCCc1ccc(F)cc1 | -3% | 0% | 7% | -8%[57.5 µM] | 0% | -15% | 2 | 0.3 | 3%
CCOC(=O)c1c(NC(=O)CN2C(=O)C(=O)N(C(C)C)C2=O)sc(C)c1CC | -7% | -13% | -4% | i | -27% | -4% | 8 | -0.1 | -16%
CC(=O)N1C(=O)/C(=C2\SC(=S)N(NC(=O)c3ccc(O)cc3)C2=O)c2ccccc21 | -6% | 1% | 3% | -9% | -25% | -1% | u | 0.0 | -23%
COc1ccc(C=NNC(=O)CCCCC(=O)NN=Cc2ccc(OC)cc2)cc1 | 0% | -10% | -12% | i | -1% | 7% | 3 | -0.7 | 10%
COc1ccc(N(C(=O)c2cccnc2)S(=O)(=O)c2cc(OC)ccc2OC)cc1 | -1% | u | -25% | -43% | 3% | -17% | -3 | -3.2 | 1%
CC(C)OCCCNS(=O)(=O)c1ccc2ccccc2c1 | -1% | 0% | 8% | -20% | -2% | 2% | x | -4.3 | 16%
Cc1ccccc1CNS(=O)(=O)c1c(C(=O)N2CCCCC2)c(C)n(C)c1C | 9% | -5% | -9% | i | -4% | 1% | 3 | -1.2 | 2%
Nc1ccc2oc(=O)c3ccccc3c2c1 | -3% | 50%[activator] | 14% | i | -11% | 3% | 27 | -0.9 | 6%
O=C(NCCc1ccc(Cl)cc1)c1ccc2c(c1)OCO2 | -3% | u | -13% | -29% | -5% | 3% | 1 | 2.3 | -15%
CCN1CCN(C(=O)C(NS(=O)(=O)c2ccc3nc(C)sc3c2)C(C)C)CC1 (stereo not drawn) | 10% | 1% | 1% | -39%[inhibitor] | -12% | 5% | -3 | -1.0 | 7%
O=C(CSc1nc2ccc([N+](=O)[O-])cc2[nH]1)c1ccc2ccccc2c1 | 16% | -1% | -7% | -39%[inhibitor] | -6% | -3% | x | 2.4 | -8%
O=C(CC1C(=O)NCCN1C1CCCC1)NCc1cccc(OC(F)(F)F)c1 (stereo not drawn) | -8% | 2% | -3% | i | 9% | 0% | 12 | 1.9 | 2%
O=C(NNC(=S)NCCCN1CCOCC1)c1ccncc1 | 13% | 4% | 8% | i | -3% | 5% | -9 | 0.6 | 9%
Cc1ccc(Cn2c(CN3CCN(C(=O)c4ccco4)CC3)nc3c2c(=O)n(C)c(=O)n3C)cc1 | -1% | 18% | 1% | -2% | -5% | 7% | x | -3.8 | 1%
CC1CN(c2ccc(Cl)cc2)c2nc3c(c(=O)n(CC(=O)O)c(=O)n3C)n2C1 (stereo not drawn) | x | -2% | -4% | -4% | x | -3% | x | x | x
O=[N+]([O-])c1ccccc1CNC1CCCc2ccccc21 (stereo not drawn) | 2% | u | 7% | 30% | -17% | 16% | -11 | -1.2 | 3%
Cc1occc1-c1nnc(SCC(=O)N(C)CCC#N)n1N | 10% | 0% | 7% | -19% | -2% | -17% | 1 | -0.4 | -23%
Cc1cc(C)cc(N(CC(=O)NCc2ccccc2Cl)S(=O)(=O)c2c(C)noc2C)c1 | x | u | -3% | -11% | x | -2% | x | x | x
Cc1cc(C)c2c(-n3cccc3)c(C(=O)O)sc2n1 | -3% | 7% | -10% | i | -6% | -8% | x | -2.7 | 7%
C=C(C)CC1Nc2ccccc2NC1CC(=C)C (stereo not drawn) | -1% | u | 21% | -1%[57.5 µM] | -11% | 10% | 2 | -1.7 | -16%
O=C(NCc1cccs1)N[C@@H](Cc1ccccc1)C(=O)O | -2% | 5% | 1% | -19%[57.5 µM] | -5% | 10% | x | -0.1 | 16%
C=CCNC(=O)/C(=C\C=C\c1ccccc1)NC(=O)c1ccc(OCCCC)cc1 | -19% | u | 14% | i | -6% | -23% | 2 | -1.5 | u
(more compounds)
SMILES | EPAC1 ag | GLP-1R inv ag | GLP1R cytotox | PTHR1 ag | PLK1 PBD block | GLP-1R agonist | PI5P4Ka inh | IL2 activator | EPAC1 antag
CC(NC(=O)/C(C#N)=C/c1ccc(N2CCOCC2)cc1)c1ccccc1 (stereo not drawn) | 89µM* | u | 64%[activator] | -17% | -7% | 15% | 5 | -0.4 | -23%
Cc1ccc(C)c(NC(=O)c2sc(Cl)nc2-c2ccccc2)c1 | 6% | u | 2% | i | 2% | -5% | 0 | -0.6 | 2%
CCCOc1ccc(/C=N/NC(=O)CSCc2ccc([N+](=O)[O-])cc2)cc1OCC | -14% | -11% | 2% | -1% | -3% | 6% | 0 | -4.4 | -9%
COc1ccc(C2C(=O)N(C3CCCCC3)CC(=O)N2Cc2ccco2)cc1 (stereo not drawn) | -3% | 1% | -5% | -13%[57.5 µM] | -10% | 1% | x | 0.9 | 13%
O=C(O)/C=C/C(=O)Nc1ccc(-n2ccc(C(F)(F)F)n2)cc1 | 5% | -7% | 2% | -12% | -3% | 0% | -9 | -0.4 | 1%
COC(=O)c1ccccc1NC(=O)CN1CCCCCC1 | 7% | u | -2% | i | -4% | 17% | 6 | 0.5 | 6%
O=C(CC1NC2CCCCC2NC1=O)Nc1cccc(C(F)(F)F)c1 (stereo not drawn) | 6% | 1% | 6% | i | -8% | -1% | 9 | -1.0 | -6%
CC(=O)Nc1ccc(S(=O)(=O)N2CCCC2C(=O)Nc2ccc3c(c2)OCCO3)cc1 (stereo not drawn) | 4% | 23% | 0% | i | -4% | 12% | 0 | 0.4 | -28%
O=[N+]([O-])c1ccc(/C=N/NC(=S)Nc2ccccc2C(F)(F)F)o1 | 0% | 10% | -28% | i | u | 2% | u | -0.1 | -8%
CCNC(=O)C(=O)NCCC1CCCCN1S(=O)(=O)c1cccs1 (stereo not drawn) | -6% | 7% | -2% | -16% | -27% | 15% | 5 | -0.6 | -22%
CC(=O)NCCCCCCNC(C)=O | -27% | -8% | 1% | -24% | -2% | -1% | -7 | -0.1 | 15%
CC(C)NC(=O)c1cc(C2CCCCN2S(=O)(=O)c2cccs2)on1 (stereo not drawn) | 8% | 5% | -17% | -22% | -9% | 5% | -3 | -0.4 | -3%
CCCCOCCCNC(=O)CCCOc1ccccc1 | -19% | u | -3% | i | u | -5% | 0 | -0.6 | -8%
Cc1ccc(S(=O)(=O)N2[C@@H](c3cccc(C)c3)C(C(=O)O)=C[C@H]2CC2CCCC2)cc1 | -1% | -28% | 8% | -21% | u | 1% | 3 | -0.4 | -26%
Cc1ccc(CNC(=O)Cn2c(=O)n(Cc3ccc(F)cc3)c(=O)c3sc4ccccc4c32)cc1 | x | -1% | -14% | -34%[inhibitor] | x | 0% | x | x | x
O=C(NCCn1c(C(F)(F)F)nc2ccccc21)[C@H]1CCCN1c1nc(CN2CCCCC2)cs1 | -16% | 16% | 0% | -8% | -9% | 2% | 0 | -0.5 | -8%
O=C(Cn1cc(C(F)(F)F)cc(Cl)c1=O)Nc1cccc(S(=O)(=O)N2CCCCC2)c1 | -5% | u | 9% | -58% | -7% | 0% | 0 | -0.9 | -24%
O=C(c1ccc(Cl)cc1)c1ccc(OCC(=O)N2CCOCC2)cc1 | -2% | -8% | 1% | u | -10% | 8% | x | -1.9 | -2%
Cc1c(C(=O)Oc2ccc(Cl)cc2)n(C)oc1=O | -3% | 21% | -14% | i | -8% | 6% | 3 | -1.5 | 1%
O=C(Nc1cccc(Cl)c1)C1C2C=CC3(O2)C1C(=O)N(CCN1CCCCC1)C3C(=O)NC1CCCCC1 (stereo not drawn) | -1% | u | -6% | -1% | -4% | 11% | 3 | -0.1 | 3%
CC(=O)Nc1ccc(NC(=O)C(C)OC(=O)CCCOc2ccc(Cl)c(C)c2)cc1 (stereo not drawn) | -8% | -6% | -1% | -8% | 4% | -4% | 10 | -0.9 | -11%
NCCCn1cnc2ccccc21 | 4% | 1% | 3% | -12% | -3% | -2% | -1 | 0.7 | 4%
CCCc1nc2ccc(NC(=O)c3cccs3)cc2c(=O)n1Cc1ccccc1Cl | -8% | u | -17% | -5% | 30µM* | 0% | -11 | 4.1 | 5%
CCn1c(=O)cc(OCC(=O)N2CCCCCC2)c2ccccc21 | 0% | -11% | -3% | i | -3% | 11% | 1 | 0.2 | 5%
CCN(C(=S)NC(=O)c1ccco1)c1cccc2ccccc12 | 5% | -25% | u | -24% | u | 1% | -3 | -0.1 | 5%

By substructure: the compounds so far containing a cyano group (2)
SMILES | EPAC1 ag | GLP-1R inv ag | GLP1R cytotox | PTHR1 ag | PLK1 PBD block | GLP-1R agonist | PI5P4Ka inh | IL2 activator | EPAC1 antag
Cc1occc1-c1nnc(SCC(=O)N(C)CCC#N)n1N | 10% | 0% | 7% | -19% | -2% | -17% | 1 | -0.4 | -23%
CC(NC(=O)/C(C#N)=C/c1ccc(N2CCOCC2)cc1)c1ccccc1 (stereo not drawn) | 89µM* | u | 64%[activator] | -17% | -7% | 15% | 5 | -0.4 | -23%
